Compound activity deposited in PubChem BioAssay by NMMLSC.
CR mimetic SO – lowers age-related superoxide in aged yeast cells; S. cerevisiae aged cells, superoxide DHE fluorescence; active compounds read low; superoxide response (% of plate mean), % at 10 µM; 0.18% of 330,000 active;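 active = superoxide response under a set limit, about three screen SD below normal, cut at about 65% in these data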;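 note: yeast aged for seven days with compound at 30 °C before DHE staining; 100% = average MFI of all compound-treated wells on the plate with controls excluded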
MEP2-GFP yeast – yeast TOR pathway MEP2-GFP modulation; S. cerevisiae MEP2-GFP strain, flow cytometry GFP, 3 h; 100% = DMSO control level; GFP response vs DMSO, % at 10 µM; 0.51% of 330,000 active;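 active = GFP response versus DMSO above a set limit, roughly screen mean plus 3 SD, cut at about 180% in these data; inconclusive = fewer than 70 cells counted for a yeast strain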;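 note: median GFP fluorescence of the barcode-gated MEP2-GFP cells per well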
GRK2 inh – inhibitors of human GRK2 displacing RNA aptamer; 0.59% of 330,000 active; P25098; bead flow cytometry, FAM-aptamer displacement from GRK2; inhibition of aptamer binding, % at 10 µM;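 active = inhibition of aptamer binding above 40%, roughly 3 SD of noise, on plates passing a quality check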;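 note: median bead fluorescence of bound FAM aptamer so fluorescent compounds give negative values; no value below 0 was filed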
Target sequence (P25098 whole entry, looked up): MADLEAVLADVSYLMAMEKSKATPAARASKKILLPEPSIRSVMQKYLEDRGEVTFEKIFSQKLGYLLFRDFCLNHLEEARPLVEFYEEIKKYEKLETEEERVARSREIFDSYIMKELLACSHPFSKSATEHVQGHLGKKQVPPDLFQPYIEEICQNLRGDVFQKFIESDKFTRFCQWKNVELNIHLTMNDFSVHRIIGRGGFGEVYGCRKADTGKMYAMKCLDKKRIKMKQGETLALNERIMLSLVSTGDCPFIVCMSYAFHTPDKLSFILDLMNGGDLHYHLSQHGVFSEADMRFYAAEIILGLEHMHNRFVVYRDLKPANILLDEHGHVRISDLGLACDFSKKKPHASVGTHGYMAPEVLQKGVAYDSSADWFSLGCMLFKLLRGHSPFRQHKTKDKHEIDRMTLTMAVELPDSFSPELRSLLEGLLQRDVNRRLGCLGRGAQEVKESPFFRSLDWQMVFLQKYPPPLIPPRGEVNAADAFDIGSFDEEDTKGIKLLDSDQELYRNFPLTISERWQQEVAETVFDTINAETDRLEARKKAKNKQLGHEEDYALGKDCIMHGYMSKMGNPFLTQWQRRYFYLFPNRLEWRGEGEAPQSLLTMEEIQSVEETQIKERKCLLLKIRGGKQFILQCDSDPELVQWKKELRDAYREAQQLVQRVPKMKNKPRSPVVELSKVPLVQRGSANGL
RPL19A TOR yeast – yeast TOR pathway RPL19A-GFP modulation; 0.3% of 330,000 active; S. cerevisiae RPL19A-GFP strain, flow cytometry, 3 h; active compounds read low; percent response vs DMSO, % at 10 µM; AID 2025;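 active = percent response vs DMSO below 50%; inconclusive = fewer than 70 events counted for the yeast strain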;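 note: median channel GFP fluorescence of the barcoded RPL19A-GFP strain; ratio of sample median GFP to plate DMSO average so 100% = DMSO; lower means less RPL19A-GFP as with rapamycin TOR inhibition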
VLA-4 inh – inhibition in a human VLA-4 binding assay. AID 2557. VLA-4 expressing cells, ligand binding flow cytometry. inhibition, % (about 7 µM as worked out from the volumes in the protocol). 0.2% of 330,000 active. P13612; in the data active = inhibition above about 50%
LAP4-GFP MLPCN – alters LAP4-GFP fluorescence in TOR pathway yeast screen; 0.34% of 320,000 active; AID 2023; GFP response vs DMSO, % at 10 µM; S. cerevisiae LAP4-GFP multiplex, flow cytometry GFP, 3 h; median GFP as percent of DMSO wells;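 active = GFP response vs DMSO above a set limit, about the screen mean plus 3 SD, cut at about 150% in these data; inconclusive = under 70 cell events counted for the yeast strain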
CIT2 TOR yeast – yeast TOR pathway CIT2-GFP modulation | S. cerevisiae CIT2-GFP strain, flow cytometry, 3 h; 100 means same as DMSO wells | GFP response vs DMSO, % at 10 µM | 0.065% of 320,000 active;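 active = GFP response relative to DMSO above a set limit, near the screen mean plus 3 SD, cut at about 150% in these data; inconclusive = Fewer than 70 cells measured for a yeast strain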;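 note: ratio of well median GFP fluorescence to mean of DMSO wells on the plate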
AGP1 TOR yeast – yeast TOR pathway AGP1-GFP modulation | GFP response vs DMSO, % at 10 µM | AID 2066 | 0.02% of 320,000 active | S. cerevisiae AGP1-GFP multiplex flow cytometry, 3 h; GFP as percent of DMSO wells;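 active = GFP response relative to DMSO above a set limit, near screen average plus 3 SD, cut at about 150% in these data; inconclusive = fewer than 70 cells counted for the yeast strain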;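 note: median GFP channel fluorescence of the gated AGP1 strain per well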
* = called active by the depositor; i = inactive; ? = inconclusive; . = no result given; [ ] = another dose, or the depositor's remark.

SMILES	CR mimetic SO	MEP2-GFP yeast	GRK2 inh	RPL19A TOR yeast	VLA-4 inh	LAP4-GFP MLPCN	CIT2 TOR yeast	AGP1 TOR yeast
COC(=O)C1=C(C)N(C)C(=S)N(C)C1c1ccc(OC)cc1 (stereo unspecified)	90	105	0	99	-17	120	100	102
Cc1cc(NC(=O)Nc2ccc(C)c(C)c2)no1	96	113	0	108	10	113	99	102
C=CCN(CC=C)C(=O)c1cc(Cl)ccc1[N+](=O)[O-]	122	108	0	103	4	101	109	110
C/C(=N\NC(=O)COc1ccccc1[N+](=O)[O-])c1cccc(NC(=O)c2ccncc2)c1	103	101	0	98	0	84	83	96
Cc1cccc(C2c3[nH]c4ccccc4c3CCN2C(=O)c2cc(CC(C)C)[nH]c(=O)n2)n1 (stereo unspecified)	98	102	0	97	23	83	98	95
CCOC(=O)[C@@H](C)NS(=O)(=O)N(Cc1ccccc1)[C@H](C(=O)OC)C(C)C	82	85	4	93	6	105	103	96
COc1ccc(N2CCCn3c2nc2c3c(=O)n(Cc3ccccc3F)c(=O)n2C)c(OC)c1	116	110	0	102	3	96	108	113
Cc1ccc(C(=O)OCC(=O)NCCN2C(=O)CSC2=O)cc1	118	98	0	102	4	84	96	97
CCN1CCN(Cc2ccc(NC(=O)Nc3ccccc3)cc2)CC1	97	113	0	104	-2	101	107	108
O=C(NCc1ccc2c(c1)OCO2)c1ccc(CSCc2cccc(Cl)c2)o1	106	106	0	103	6	101	103	101
CNC(=O)C12CCC(C)(c3nc4cc(C)c(C)cc4nc31)C2(C)C (stereo unspecified)	99	109	2	98	2	100	103	104
Cc1cccc2cc(-c3ccccc3)c(-c3ccccc3)c[n+]12	94	99	44*	100	11	105	99	102
CCOc1cc(C#N)ccc1OCC(=O)N1CCN(C(=O)c2cccs2)CC1	85	105	1	104	-4	107	87	104
Cn1/c(=N/NC(=O)c2cccc(OC(F)F)c2)sc2ccccc21	98	106	0	106	4	100	106	100
CCN1C(=O)CC(N2CCN(c3ccc(Cl)cc3)CC2)C1=O (stereo unspecified)	103	95	1	91	0	81	108	96
S=C(Nc1ccccc1)N1CCOCCOCCN(C(=S)Nc2ccccc2)CCOCCOCC1	91	100	0	100	6	109	97	102
CC(=O)N(CC1CCCO1)c1nnc(-c2ccccn2)s1 (stereo unspecified)	96	100	2	101	0	94	102	97
Oc1ccc(Br)cc1-c1nc2cnccn2c1NC1CCCCC1	92	103	1	98	11	105	85	92
CO/N=C/C(C#N)=C/c1ccc(OC)cc1	99	94	0	91	13	102	92	95
c1ccc(N2CCN(c3ncnc4c3oc3ccccc34)CC2)cc1	93	105	3	96	-2	115	107	102
COc1ccc(/C=N/NC(=O)C2COc3ccccc3O2)cc1OC (stereo unspecified)	110	88	0	97	13	85	87	88
COc1cccc(-c2cc3c(-n4cccc4)ncnc3o2)c1	77	?	0	?	-3	90[may fluoresce red]	85[may fluoresce red]	89[may fluoresce red]
CCCn1c(NCc2ccccn2)nc2ccccc21	88	98	0	97	i	98	99	99
OC(CNCc1ccncc1)c1ccccc1 (stereo unspecified)	94	99	0	100	16	102	98	99
Cc1ccc(NC(=O)[C@H](C)NC(=O)C2CCN(C(=O)[C@@H](NC(=O)OC(C)(C)C)C(C)C)CC2)cc1	101	113	0	103	7	100	100	95
COc1ccc(CNc2nc3ccccc3n2Cc2ccc(Cl)cc2)cc1OC	99	95	0	101	9	96	104	103
COc1ccc(NC(=O)N2CCCC(C(=O)Nc3ccccc3OC)C2)cc1 (stereo unspecified)	83	94	0	99	-7	99	103	103
CCc1ccc(C(=O)NNC(=O)C2CC(=O)N(c3ccc4c(c3)OCCO4)C2)cc1 (stereo unspecified)	115	97	2	97	1	110	96	101
CCCSc1ccc(-c2nn(-c3ccccc3)cc2/C=C(/C#N)C(=O)NCCCOC)cc1	94	108	1	103	-2	102	110	100
CCOC(=O)/C(=C\c1ccc([N+](=O)[O-])cc1)C(=O)c1cc(C(C)=O)c(Nc2ccccc2)s1	100	99	2	103	10	108	106	95

Molecules shown so far containing a nitro group on carbon (three):
SMILES	CR mimetic SO	MEP2-GFP yeast	GRK2 inh	RPL19A TOR yeast	VLA-4 inh	LAP4-GFP MLPCN	CIT2 TOR yeast	AGP1 TOR yeast
C=CCN(CC=C)C(=O)c1cc(Cl)ccc1[N+](=O)[O-]	122	108	0	103	4	101	109	110
C/C(=N\NC(=O)COc1ccccc1[N+](=O)[O-])c1cccc(NC(=O)c2ccncc2)c1	103	101	0	98	0	84	83	96
CCOC(=O)/C(=C\c1ccc([N+](=O)[O-])cc1)C(=O)c1cc(C(C)=O)c(Nc2ccccc2)s1	100	99	2	103	10	108	106	95

(more compounds)
SMILES	CR mimetic SO	MEP2-GFP yeast	GRK2 inh	RPL19A TOR yeast	VLA-4 inh	LAP4-GFP MLPCN	CIT2 TOR yeast	AGP1 TOR yeast
CC1(C)CC(=O)C(C(c2ccco2)C2C(=O)CC(C)(C)CC2=O)C(=O)C1	116	87	12	101	11	96	97	105
Nc1nc(CSc2ccc(Cl)cc2)nc(N2CCCCC2)n1	102	109	1	99	4	92	90	89
Cc1cc(SC(C)C(=O)O)nc2ccccc12 (stereo unspecified)	105	94	0	94	-10	94	78	92
CC(=O)c1cc(NC(=O)c2cccc(C(F)(F)F)c2)c(=O)oc1/C=C/N(C)C	109	97	0	92	5	94	100	91
CCc1sc(C(=O)NNC(=O)CNC(=O)c2ccccc2F)cc1C	98	99	2	98	-23	109	99	102
Cc1nn(-c2ccccc2)c(C)c1C(=O)OCC(=O)N(C)C1CCS(=O)(=O)C1 (stereo unspecified)	96	101	1	103	-5	95	102	99
Cc1ccc(C(=O)Nc2ccn(C)n2)cc1	117	109	0	96	32	101	109	102
COc1cccc(Cn2cnc3c(NS(=O)(=O)c4ccc(Cl)cc4Cl)c(C)c(C)cc32)c1	101	104	2	105	4	106	107	109
COc1ccc(CC2(C)OC(c3ccc(C)cc3)=NN2C(C)=O)cc1 (stereo unspecified)	99	101	2	98	11	102	90	96
O=S(=O)(NCCCCCNS(=O)(=O)c1ccccc1)c1ccccc1	220	100	2	105	-4	98	111	98

Records listed above printed as active in GRK2 inh:
| canonical_smiles | MEP2-GFP yeast | GRK2 inh | RPL19A TOR yeast | VLA-4 inh | LAP4-GFP MLPCN | CIT2 TOR yeast | AGP1 TOR yeast |
| --- | --- | --- | --- | --- | --- | --- | --- |
| Cc1cccc2cc(-c3ccccc3)c(-c3ccccc3)c[n+]12 | 99 | 44* | 100 | 11 | 105 | 99 | 102 |

Next part:
SMILES	CR mimetic SO	MEP2-GFP yeast	GRK2 inh	RPL19A TOR yeast	VLA-4 inh	LAP4-GFP MLPCN	CIT2 TOR yeast	AGP1 TOR yeast
COc1ccc2nc(COC(=O)c3cccs3)c(C(C)=O)[n+]([O-])c2c1	83	98[may fluoresce violet]	6	84[may fluoresce violet]	-9	102[may fluoresce violet]	?	20[may fluoresce violet]
CCOc1ccccc1NS(=O)(=O)c1ccc2[nH]c(=O)ccc2c1	96	106	2	109	11	97	99	95
CC(=O)N1CCc2ccc(S(=O)(=O)Nc3ccccc3Cl)cc21	87	98	1	103	-7	101	97	106
Cc1cccc(NC(=O)CCC(=O)OCC(=O)c2ccc(Oc3ccc([N+](=O)[O-])cc3)cc2)c1	99	99	3	103	2	102	99	97
COCCNc1c(-c2ccc(O)cc2)nc2ccc(Cl)cn12	94	100	0	105	-1	93	104	98
O=C(N/N=C/c1cccnc1)c1cccc(NC(=O)c2ccccc2Cl)c1	102	105	3	101	0	99	95	100
CCc1ccc2nc(N(CCCN(C)C)C(=O)c3ccc4c(c3)OCCO4)sc2c1	99	104	0	103	-6	97	104	107
COc1ccc(NC(=O)CN(c2cccc(C(F)(F)F)c2)S(C)(=O)=O)cc1OC	86	105	3	98	6	109	89	102
COc1cccc(-c2csc3ncnc(Sc4nnnn4C)c23)c1	108	92	0	94	-12	91	100	90
CC(=O)Nc1ccc(C(=O)COC(=O)c2ccco2)c(F)c1	99	104	4	95	-7	105	89	92
COc1ccc(OC)c2[nH]c(=O)c(CCNS(=O)(=O)c3ccc(C)cc3)cc12	105	99	2	99	8	100	99	105
Cn1nnnc1SCc1ccc(C(=O)Nc2ccccc2F)cc1	95	96	0	94	4	91	97	93
CN(CC(=O)NCCc1ccccc1)S(=O)(=O)c1ccc(Br)s1	103	101	0	97	3	101	88	95
O=C(Cc1c[nH]c2ccccc12)NC1(C(=O)NC2CCCCC2)CCCCC1	87	100	1	100	-20	96	105	100
S=c1[nH]nc(-c2ccc(Cl)cc2)n1/N=C/C=C/c1ccco1	100	103	0	90	5	109	94	74
O=C(CN(Cc1ccccc1)S(=O)(=O)c1ccc(F)cc1)NCCC1=CCCCC1	80	108	0	103	-18	101	.	106
CC(NC(=S)Nc1ccc(F)cc1)c1ccccc1 (stereo unspecified)	96	109	0	103	7	92	104	102
CCOC(=O)CCSc1nc(N2CCOCC2)c2c(c1C#N)CC(C)(C)OC2	102	102	0	107	13	113	101	109
NC(=O)c1ccccc1NS(=O)(=O)c1ccc(S(=O)(=O)N2CCCC2)cc1	94	118	0	105	-3	109	111	108
CCN(CC)CCCNC(=O)C(C)Sc1nc(-c2ccccc2)cc(C(F)(F)F)n1 (stereo unspecified)	94	91	0	97	16	106	109	102
CCOc1ccc(NS(=O)(=O)c2ccc3[nH]cc(C(=O)N(CC)CC)c(=O)c3c2)cc1	101	105	5	104	8	101	99	105
Cc1ccc(NC(=O)Cn2nc(-c3ccccc3Cl)ccc2=O)c(Br)c1	95	?	2	128	-1	99	104	?
CCCCn1cnc2sc(-c3ccccc3)cc2c1=O	107	108	0	103	4	108	93	96
O=C(Cc1n[nH]c(=O)[nH]c1=O)N/N=C/c1cccc(O)c1	88	94	5	93	19	97	94	90
CCc1c(C)nc(SCC(=O)Nc2ccc3c(c2)OCCO3)[nH]c1=O	96	90	10	96	6	94	86	98
CCCCC(=O)NCCNC(=O)c1cc(OCC(F)(F)F)ccc1OCC(F)(F)F	105	103	1	99	-2	100	97	100
CCN(CC(=O)Nc1c(F)cccc1F)C(=O)c1ccc(N2CCCCC2)c([N+](=O)[O-])c1	100	97	1	102	-2	103	98	103
CCS(=O)(=O)Nc1ccc(-c2nnc(SCC(=O)c3cccc(OC)c3)o2)cc1	91	100	0	97	31	103	109	97

Four compounds picked at random from the list so far:
SMILES	CR mimetic SO	MEP2-GFP yeast	GRK2 inh	RPL19A TOR yeast	VLA-4 inh	LAP4-GFP MLPCN	CIT2 TOR yeast	AGP1 TOR yeast
c1ccc(N2CCN(c3ncnc4c3oc3ccccc34)CC2)cc1	93	105	3	96	-2	115	107	102
Cc1cc(SC(C)C(=O)O)nc2ccccc12 (stereo unspecified)	105	94	0	94	-10	94	78	92
CCN1CCN(Cc2ccc(NC(=O)Nc3ccccc3)cc2)CC1	97	113	0	104	-2	101	107	108
COc1cccc(Cn2cnc3c(NS(=O)(=O)c4ccc(Cl)cc4Cl)c(C)c(C)cc32)c1	101	104	2	105	4	106	107	109

3 structures out of the list, ordered by count of non-hydrogen atoms, smallest number first.
SMILES	CR mimetic SO	MEP2-GFP yeast	GRK2 inh	RPL19A TOR yeast	VLA-4 inh	LAP4-GFP MLPCN	CIT2 TOR yeast	AGP1 TOR yeast
CCCCn1cnc2sc(-c3ccccc3)cc2c1=O	107	108	0	103	4	108	93	96
CCc1c(C)nc(SCC(=O)Nc2ccc3c(c2)OCCO3)[nH]c1=O	96	90	10	96	6	94	86	98
Cc1ccc(NC(=O)Cn2nc(-c3ccccc3Cl)ccc2=O)c(Br)c1	95	?	2	128	-1	99	104	?
